# XIAP displacement: small molecules displacing peptide from XIAP – biochemical, IAP family, fluorescence polarization (AID 1018) | displacement, % at 20 µM, or IC50 in µM where a hit was titrated | XIAP BIR domain, fluorescence polarization peptide displacement; higher % means a stronger effect | actives 0.007% (n = 200,000); in the data active means displacement above about 50%; further: a part of the inactive calls stands beside numbers as strong as those of hits
# PMI inhibition: MPI inhibition at elevated mannose 6-phosphate – biochemical, fluorescence intensity, high mannose 6-phosphate, primary screen (AID 1220); recombinant PMI enzyme, coupled fluorescence intensity; higher % means a stronger effect; inhibition, % at 20 µM, or IC50 in µM where a hit was titrated; actives 0.66% (n = 190,000)
# Dynein cargo inh: dynein cargo transport inhibition | 3617.4 mouse cells, GR-EGFP nuclear translocation imaging; test concentration mostly 20 µM; stimulated with dexamethasone, 1 µM; active compounds read low | z-score, hits read low | actives 0.47% (n = 220,000) | AID 1381;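 active means plate z-score of nuclear minus cytoplasmic receptor signal below a set negative limit, without overly bright fluorescence or cell loss, cut at about -3.5 in these data, passing the limit was not always enough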;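 further: z-score of nuclear minus cytoplasmic ring GR-EGFP intensity difference per well; some compounds called inactive have numbers as strong as hits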
#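 Schedule: 48 h induction, then 1 h compound, then 30 min agonist, 37 °C. Buffer or medium: tetracycline-free induction medium containing charcoal-stripped FBS. Reagent: 1.0 µM final dexamethasone stimulus. Evaluation: nuclear versus cytoplasmic GR-EGFP signal, averaged per well. Signal: high-content fluorescence imaging after fixation.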
# human PMI inhibition: inhibitors of human PMI, primary screen, biochemical, fluorescence intensity, coupled assay (AID 1209) | actives 0.42% (n = 190,000) | one-dose inhibition, % at 20 µM; IC50 in µM for titrated hits | purified PMI enzyme, coupled fluorescence intensity; higher % means a stronger effect;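 further: plate controls were DMSO vehicle for no effect and wells lacking substrate for full effect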
# AID2073: disruptors of CaV2.2 binding to Mint1 – biochemical, HTRF (AID 2073) | actives 0.19% (n = 290,000) | inhibition, % at 20 µM; hits with a dose series show IC50 in µM | HTRF protein-protein interaction, Mint1-CaV2.2; higher % means a stronger effect; in the data active means inhibition mostly above about 51%, no sharp cut-off; further: some results filed as inactive read as strong as hits
# LYP phosphatase: PTPN22 lymphoid phosphatase activity blockers – biochemical, fluorescence intensity, uHTS (AID 1779); recombinant LYP phosphatase, fluorescence intensity; higher % means a stronger effect; inhibition, % at 11.5 µM; hits with a dose series show IC50 in µM; actives 0.054% (n = 290,000);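 further: plate controls were vehicle with enzyme for no effect and no enzyme for full effect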
# P. falciparum M17LAP: P. falciparum M17LAP inhibitors, primary screen, biochemical, fluorogenic H-Leu-NHMec substrate, 1536-well (AID 1619); recombinant M17LAP, H-Leu-NHMec fluorogenic kinetic assay; higher % means a stronger effect; inhibition, % at 30 µM; hits with a dose series show IC50 in µM; actives 0.38% (n = 220,000);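 active means compound inhibiting the enzyme by more than half at any dose during confirmatory dose-response retesting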;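 further: plate controls were full reaction with DMSO carrier for no effect and no enzyme background for full effect; strong numbers were not always called active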
# Siah-1 displacement: Siah-1 peptide-binding antagonists, primary screen, biochemical, fluorescence polarization, rhodamine-plectin, uHTS (AID 1817). Siah-1 / rhodamine-plectin peptide fluorescence polarization; higher % means a stronger effect. displacement, % at 20 µM, or IC50 in µM where a hit was titrated. actives 0.02% (n = 290,000);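 active means displacement of at least 50% at 20 µM, with a fluorescence ratio check between 0.3 and a set limit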;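 further: plate controls were Siah plus tracer with DMSO for no effect and tracer alone without Siah for full effect; strong numbers were not always called active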
# P. falciparum M1AAP: P. falciparum M1AAP inhibitors, biochemical, fluorogenic H-Leu-NHMec substrate, 1536-well (AID 1445); recombinant M1AAP, H-Leu-NHMec fluorogenic kinetic assay; higher % means a stronger effect; actives 0.42% (n = 220,000); inhibition, % at 30 µM, or IC50 in µM where a hit was titrated;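 active means primary inhibition above the hit cutoff, then over 50% inhibition at one or more dose response concentrations, cut at about 23% in these data, passing the limit was not always enough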;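 further: plate controls were DMSO full reaction for no effect and no enzyme background for full effect; strong numbers were not always called active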
# Dynein cargo inh cytoplasmic EGFP: further read-out of Dynein cargo inh, marked with its call; z-score; measured here: cytoplasmic GR-EGFP intensity; active compounds read high
# Dynein cargo inh nuclear GR-EGFP: recorded beside Dynein cargo inh, whose call it bears; z-score; measured here: nuclear GR-EGFP intensity;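 lower value marks the stronger effect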
# Dynein cargo inh cell count: also measured in Dynein cargo inh; calls as there; z-score; measured here: cell count per field
# * = called active by the depositor; · = not tested or not shown. Unless noted, no stated cut-off is given here; in the data, active means inhibition above about 50%; inactive means the rest.
Compound	XIAP displacement	PMI inhibition	Dynein cargo inh	Dynein cargo inh cytoplasmic EGFP	Dynein cargo inh nuclear GR-EGFP	Dynein cargo inh cell count	human PMI inhibition	AID2073	LYP phosphatase	P. falciparum M17LAP	Siah-1 displacement	P. falciparum M1AAP
CCCN1CCN(C(=O)c2ccccc2-c2nc3ccccc3s2)CC1	-7.4%	-1%	-0.15	1.5	0.4	0.02	-17%	-11%	-2%	-4%	3%	2%
COCCCNC(=O)COC(=O)c1ccc(-c2nc3ccccc3s2)s1	-4.4%	-13%	-0.35	-0.23	0.14	-0.4	-9%	15%	-4%	1%	1%	7%
COc1ccc(/C(O)=C2\C(=O)C(=O)N(Cc3ccco3)C2c2ccc(OC)cc2OC)cc1 (stereo unspecified)	-6.2%	19%	-1.1	-0.18	-0.55	0.37	8%	-3%	-5%	50%	2%	2%
O=C(CCCC(=O)N/N=C/c1ccccc1C(=O)O)N/N=C/c1ccccc1C(=O)O	·	·	-0.2	-0.24	0.044	0.21	·	3%	-7%	4%	6%	7%
Cc1ccc(S(=O)(=O)c2cccc(S(=O)(=O)N3CCOCC3)c2)cc1S(=O)(=O)N1CCOCC1	-0.6%	7%	2.3	-0.05	0.68	-1.4	6%	-9%	-3%	9%	3%	4%
CCC(C)NC(=O)COC(=O)c1csc2c1CCCC2 (stereo unspecified)	-3.3%	3%	0.0084	-0.28	-0.12	0.23	4%	40%	-9%	7%	2%	8%
CC(C)CNC(=O)c1ccccc1NC(=O)Nc1ccccc1	-3.1%	7%	0.099	-0.2	0.19	0.44	5%	-2%	-6%	-6%	2%	1%
C/C(=N\NC(=O)c1cccnc1)c1cc(C)oc1C	0.0%	2%	1.2	-0.09	0.56	-1.5	5%	1%	-4%	9%	6%	18%
CCn1c(CCC(=O)Nc2nc3c(s2)CCCC3)nc2cc(S(=O)(=O)N(C)C)ccc21	-5.1%	7%	-0.25	-0.21	-0.28	0.7	7%	0%	-1%	4%	-3%	0%
O=C(COc1ccc(Cl)cc1)Nc1c(-c2cccs2)nc2ccccn12	-1.2%	11%	0.18	-0.15	0.08	-0.49	18%	-6%	-6%	0%	0%	3%
CC(=O)N1C(=O)C2(C(C#N)=C(N)Oc3n[nH]c(-c4ccccn4)c32)c2ccccc21 (stereo unspecified)	-2.8%	12%	-0.88	-0.11	0.11	0.27	19%	4%	-3%	1%	0%	9%
O=C(CCl)Nc1cc(SCC(O)CO)cc([N+](=O)[O-])c1 (stereo unspecified)	2.2%	8%	-5.9*	2*	-2.6*	-1.6*	-5%	-4%	-9%	3%	-1%	3%
COC(=O)NC1CSCC1OC(=O)CCN1C(=O)c2ccccc2C1=O (stereo unspecified)	-2.1%	1%	0.6	-0.19	0.88	-0.16	8%	-12%	-2%	3%	4%	10%
O=c1cc(N2CCc3ccccc32)[nH]c(=O)n1-c1ccccc1Cl	-10%	10%	-0.19	-0.38	-0.38	0.29	0%	-7%	1%	4%	5%	4%
O=C(Nc1cccc(Cl)c1)Nc1nnc(-c2ccccc2)o1	-4.2%	-4%	0.28	-0.19	1.1	-0.15	-7%	8%	-7%	-1%	3%	1%
Nc1nc2c(s1)CC(c1ccccc1)CC2 (stereo unspecified)	-2.1%	6%	0.64	-0.2	0.0061	-0.17	-5%	-8%	-5%	18%	0%	6%
C=CCN(c1ccccc1C(=O)O)S(=O)(=O)c1ccc(C)cc1	-5.4%	·	-1	-0.23	-0.81	0.91	·	5%	-7%	-5%	0%	4%
CCOc1ccc(-n2ccnc2SCC(=O)NCc2ccc3c(c2)OCO3)cc1	2.4%	8%	-0.4	-0.34	-0.1	0.04	7%	-11%	-9%	3%	2%	1%
CCn1cc(CNC(=O)CSc2nc(-c3ccc(OC)c(OC)c3)cc(C(F)(F)F)n2)c(C)n1	-4.7%	-4%	0.23	-0.22	0.28	0.31	8%	19%	1%	-12%	5%	9%
NS(=O)(=O)c1ccc(Sc2ccccn2)c([N+](=O)[O-])c1	·	·	-0.72	-0.2	-0.27	1.2	·	-9%	-4%	2%	-4%	6%
C=CCn1c(SCC(=O)Nc2cc(C)ccc2OC)nnc1-c1ccco1	-4.1%	4%	-0.086	-0.3	0.23	0.71	-2%	-1%	-7%	2%	0%	0%
COc1ccc(/C=N\NC(=O)c2ccc(Cn3cc(Br)c([N+](=O)[O-])n3)o2)c(OC)c1C	-1.4%	-3%	-0.15	0.056	-0.087	-0.4	4%	11%	-6%	-6%	3%	3%
O=C(NN1CCN(Cc2ccccc2)CC1)c1ccc(Cl)cc1	-7.8%	-2%	0.34	-0.17	0.5	-0.74	-7%	4%	-4%	6%	4%	4%
Cc1ccc(S(=O)(=O)N2CCC(C(=O)NNC(=O)c3ccncc3)CC2)cc1	-12%	8%	-0.38	5.9	0.98	-3.2	10%	4%	-8%	-2%	2%	1%
O=C(Nc1ccc(OC(F)(F)F)cc1)Nc1cccc([N+](=O)[O-])c1	-6.5%	0%	-0.79	-0.24	-0.39	0.2	8%	-5%	-4%	3%	-8%	8%
CCOC(=O)Cc1nnc(Nc2cccc(C)c2)c2ccccc12	-2.5%	1%	-1.4	0.072	-0.45	1.1	2%	6%	4%	7%	-3%	19%
O=C(OCC(=O)N1CCc2ccccc21)c1cccnc1	3.5%	-2%	1.8	-0.12	1	-1.8	2%	7%	-6%	-6%	-2%	1%
COC(=O)CSC1=C(C#N)C(c2sccc2C)CC(=O)N1 (stereo unspecified)	-1.4%	7%	-1	-0.066	-0.15	2	-15%	22%	0%	5%	-7%	5%
O=c1c(/C=N/Nc2ccccc2)c(Sc2nnnn2-c2ccccc2)nc2ccccn12	11%	-98%	-2.2	25	3.8	-0.099	-41%	14%	8%	-1%	1%	1%
CSc1cccc(NC(=O)CN(c2cccc(C)c2)S(C)(=O)=O)c1	-5.5%	17%	-0.98	-0.2	-0.29	0.34	10%	-16%	-6%	-4%	-3%	-2%
OC(c1cc(-c2ccc(Cl)cc2)nc2ccccc12)C1CCCCN1 (stereo unspecified)	·	·	-4	1.6	-1.6	-5.4	·	10%	-6%	1%	1%	1%
O=C(Nc1cnc2ccccc2c1)C1COc2ccccc2O1 (stereo unspecified)	0.4%	3%	-0.24	-0.19	-0.051	0.31	6%	-1%	-10%	21%	4%	11%
CN(CCOc1ccccc1)C(=O)c1ccc(OC2CCN(C(=O)C3CC3)CC2)cc1	-4.4%	7%	0.19	-0.29	0.14	0.78	14%	-7%	-7%	10%	4%	3%
COc1ccc(C2CC(=O)c3cnn(-c4nc(C)cc(C)n4)c3C2)cc1OC (stereo unspecified)	·	·	1.3	-0.29	0.59	0.021	·	-8%	-12%	3%	-5%	-2%
S=C(NCCCN1CCOCC1)Nc1ccc(Cl)c(Cl)c1	1.1%	-7%	-0.31	-0.19	-0.014	-0.23	-6%	-36%	-1%	4%	8%	1%
COc1cccc(/C=C/c2nc3c(cnn3-c3ccccc3)c(=O)[nH]2)c1	-4.7%	-4%	-0.2	0.19	0.63	-1.3	4%	42%	-15%	-4%	1%	4%
O=C(C1=C(O)C(=O)N(CCc2ccccc2)C1c1cccnc1)c1ccco1 (stereo unspecified)	-12%	-28%	0.59	-0.25	0.64	-0.69	-10%	6%	-10%	24%	4%	9%
CCCCN(CC)CCCNC(=O)C1CCN(c2ncnc3c2sc2cccc(F)c23)CC1	-6.6%	11%	-0.67	-0.056	-0.21	0.13	14%	0%	-7%	26%	-6%	5%
CCCN(CCC)S(=O)(=O)c1ccc(NC(=O)c2cc(C(=O)OC)cc([N+](=O)[O-])c2)cc1	-6.9%	18%	1.2	-0.22	0.37	-0.41	18%	4%	4%	4%	4%	13%
O=C(CN1CCN(Cc2ccccc2Cl)CC1)N/N=C/c1cccs1	·	·	-1	-0.25	0.061	0.31	·	-2%	-5%	4%	10%	4%
Cc1ccc(C(=O)Nc2nc(-c3ccccc3)c(-c3ccccc3)o2)cc1	-3.0%	15%	0.47	-0.14	0.57	0.38	14%	8%	0%	-2%	-4%	-5%
CCC(=O)c1ccc(OCC(O)CNCc2ccc(F)cc2)cc1 (stereo unspecified)	-6.3%	8%	0.82	0.25	0.78	-0.82	4%	1%	-6%	3%	5%	-4%
COc1ccc(-c2ccc(-c3noc(C(C)C)n3)c(OC)n2)cc1	-8.8%	18%	-0.49	-0.23	-0.19	1	12%	24%	-4%	5%	0%	-1%
COc1cccc(N(CC(=O)NCC2CCCO2)C(=O)CCC(=O)Nc2nccs2)c1 (stereo unspecified)	-2.6%	4%	0.27	-0.24	0.31	-0.45	8%	7%	-10%	3%	12%	6%
Cc1n[nH]c(=O)nc1N/N=C/c1cccs1	-4.9%	23%	1.7	-0.12	1.2	-1.1	13%	-4%	-3%	3%	-3%	26µM*
C=CCSc1nc2c(c(=O)[nH]1)C(C(C)C)C(C#N)=C(N)O2 (stereo unspecified)	-0.6%	-5%	-0.88	-0.27	-0.46	1.1	0%	-6%	-4%	22%	-2%	11%
CSc1nnnn1-c1ccc(C)c(Cl)c1	-6.8%	-24%	-0.49	-0.3	-0.64	0.76	-28%	-1%	1%	8%	3%	13%
Cc1c(Cl)cccc1NC(=O)Cn1nnc(C(=O)NCc2cccs2)c1N	-0.5%	12%	-0.12	-0.25	-0.32	-0.74	13%	30%	-5%	-4%	13%	-1%
Cc1ccc(OCc2nnc(SCC(=O)NC3CCCCC3)n2C)cc1	-6.1%	-1%	·	·	·	·	4%	-3%	-3%	24%	1%	10%

# Entries listed so far with a CF3 group:
Compound	XIAP displacement	PMI inhibition	Dynein cargo inh	Dynein cargo inh cytoplasmic EGFP	Dynein cargo inh nuclear GR-EGFP	Dynein cargo inh cell count	human PMI inhibition	AID2073	LYP phosphatase	P. falciparum M17LAP	Siah-1 displacement	P. falciparum M1AAP
CCn1cc(CNC(=O)CSc2nc(-c3ccc(OC)c(OC)c3)cc(C(F)(F)F)n2)c(C)n1	-4.7%	-4%	0.23	-0.22	0.28	0.31	8%	19%	1%	-12%	5%	9%
O=C(Nc1ccc(OC(F)(F)F)cc1)Nc1cccc([N+](=O)[O-])c1	-6.5%	0%	-0.79	-0.24	-0.39	0.2	8%	-5%	-4%	3%	-8%	8%
